Growth percent in the NCI-60 one-dose screen (48 h, 10 µM unless noted): 100 = growth as untreated, 0 = no growth, -100 = all killed.
NCI-H23: NCI-H23 lung cancer; 80,000 compounds, 4% hits; AID 1794731
COLO 205: COLO 205 colon cancer; AID 1794742; 79,000 compounds, 7.3% hits
HCT-116: HCT-116 colon cancer. 82,000 compounds, 7.3% hits. AID 1794798
NCI-H226: NCI-H226 lung cancer | 79,000 compounds, 3.5% hits
NCI-H522: NCI-H522 lung cancer. 78,000 compounds, 8% hits. AID 1794739
NCI-H322M: NCI-H322M lung cancer. 80,000 compounds, 2.7% hits
HCT-15: HCT-15 colon cancer; AID 1794746; 82,000 compounds, 5.2% hits
NCI-H460: NCI-H460 lung cancer | 82,000 compounds, 6.8% hits
NCI/ADR-RES: NCI/ADR-RES ovarian cells; 81,000 compounds, 4.4% hits
* hit, by the source's call; . = not tested or not shown; & = joins results of further samples; [ ] = dose if it differs, or a comment. How the source made its calls: active means growth percent below 10; inactive means the rest.

entry	canonical_smiles	NCI-H322M	COLO 205	NCI/ADR-RES	NCI-H460	HCT-15	NCI-H23	NCI-H226	NCI-H522	HCT-116
1	N=C(N)c1ccc(-c2ccc(-c3ccc(Cl)cc3Cl)s2)cc1F	-44*	-47*	10	-72*	-76*	19	93	-44*	-37*
2	COc1cc(C(=O)OCC(C)C)ccc1O	114	111	107	97	102	98	101	89	102
3	CCn1c(Cc2ccccc2Nc2c(Cl)cccc2Cl)nnc1SCC(=O)Nc1ccccc1C(F)(F)F	79	99	87	96	85	90	82	56	78
4	COc1cc(-c2nc(SC(C)C)nc(Nc3ccc(F)c(Cl)c3)c2C#N)cc(OC)c1OC	95	113	100	94	100	98	.	100	91
5	Nc1nc(N)c2cc(CNc3ccc(C(=O)NC(CC(=O)O)C(=O)O)cc3)ccc2n1 (stereo unspecified)	67	52	17	11	37	18	23	34	22
6	COc1ccc(-c2nc(SCCC(C)C)nc(Nc3ccc([N+](=O)[O-])cc3)c2C#N)cc1	90	83	99	82	87	96	97	86	78
7	CC(C)C[C@H](NC(=O)Cn1cccc(CNC(=O)c2ccccc2)c1=O)B(O)O	.	31	103	28	65	24	-66*	-9.8*	2.4*
8	COc1ccc(/C=C/C(=O)Nc2cccnc2Nc2ccc(F)cc2)cc1	101	109	93	108	102	94	85	92	91
9	C[N+]1(Cc2ccc(C[N+]3(C)CCCCCC3)cc2)CCCCCC1	152	120	104	107	102	103	118	.	111
10	CSc1nc(Cl)cc(=O)n1C	103	102	106	112	103	103	99	104	104
11	O=[N+]([O-])c1cc(NS(=O)(=O)c2ccccc2)ccc1NS(=O)(=O)c1ccccc1	135	109	105	93	72	112	104	81	87
12	COc1cc2oc(-c3cccc(C(=O)Nc4ccc(Cl)cc4)c3)cc(=O)c2c(OCCNC(=O)CNC(=O)OC(C)(C)C)c1OC	72	57	51	76	41	64	60	46	42
13	CSc1nn2c(-c3cccs3)ccnc2c1C#N	95	105	98	102	97	97	96	87	102
14	CCN(CC)C(=O)NCN1C(=O)c2cccc3cccc(c23)C1=O	101	96	100	107	109	96	85	79	96
15	CCCCC1COc2cccc3c2N1C=C/C3=C\C(=O)N(C)c1ccc(Br)cc1 (stereo unspecified)	101	108	103	108	104	96	.	92	98
16	N#Cc1ccc([N+](=O)[O-])cc1OCCN1CCOCC1	116	101	108	109	103	101	118	80	95
17	CC(=O)Nc1ccc(F)cc1F	114	113	101	111	.	103	99	92	103
18	O=C1NC(=O)C(c2ccccc2)(c2ccccc2)N1	102	122&99	71&111	107&110	102&102	120&108	95&94	99&100	103&99
19	N#Cc1cc(-c2ccnc(Nc3ccc(N4CCN(C5COC5)CC4)cc3)n2)ccc1OC1CCOCC1	76	79	78	52	40	81	74	64	59
20	CCOP(=O)(CCCc1cc2c(c(OC)c1OC)OCO2)OCC	106	127	106	102	102	105	101	98	106

The results go on:
entry	canonical_smiles	NCI-H322M	COLO 205	NCI/ADR-RES	NCI-H460	HCT-15	NCI-H23	NCI-H226	NCI-H522	HCT-116
21	COc1cccc(-c2nn(-c3ccccc3)cc2-c2ccnc(NCCNC(=O)c3ccc(F)cc3)c2)c1	98	75	79	83	69	83	81	56	56
22	C/C=C(/C=O)[C@@H](CC=O)CC(=O)OCCc1ccc(O)cc1	128	96	.	100	89	99	100	.	97
23	O=c1cc(/C=N\Nc2ccc([N+](=O)[O-])cc2)[nH]c(=O)[nH]1	103	117	106	106	98	99	109	112	104
24	COc1cc2c(c(OC)c1OC)C(=O)CC(c1cccc(NC(=O)[C@H](CC(C)C)NC(=O)OC(C)(C)C)c1)O2 (stereo partly specified)	90	115	91	101	77	94	109	78	71
25	COc1cccc(/C(=C/c2ccc([N+](=O)[O-])cc2)C(=O)O)c1	104	121	108	110	97	109	.	87	108
26	O=C(NNc1ccccc1)NNc1ccccc1	82	111	103	104	109	104	122	.	100
27	Cc1c(C(N)=O)sc2nc(SCc3nnc(-c4ccc(Cl)cc4)o3)n(Cc3ccccc3)c(=O)c12	103	97	.	103	97	97	104	97	92
28	N#CC1=C(/N=C/c2ccccc2)Oc2c(ccc3ccccc23)C1c1ccco1 (stereo unspecified)	99	111	105	98	98	94	66	94	93
29	O=c1c2cc(Cl)cc(Cl)c2[nH]c(=S)n1-c1ccc(S(=O)(=O)Nc2ccc(Cl)nn2)cc1	108	115	105	102	98	94	98	90	52
30	CC(C)Oc1cccc(O)c1	109	107	105	103	103	97	92	80	92
31	COc1ccccc1CN1C(=O)C2C/C(=C\N(C)C)C(=O)N2C1N(C)C (stereo unspecified)	98	112	95	105	100	98	.	75	105
32	CC(O)c1cccc2ccccc12 (stereo unspecified)	117	114	108	120	103	99	90	104	111
33	NC(=O)c1cccc(-n2ccc3cc(NC(=O)Nc4cc(C(F)(F)F)cc(C(F)(F)F)c4)ccc32)n1	71	63	42	29	37	44	70	59	38
34	COc1ccc(OC)c(-c2[nH]c(=S)nc3c2c(N)nn3-c2ccccc2)c1	98	102	101	101	95	97	98	90	101
35	NC(=S)Nc1cccc(C(F)(F)F)c1	90	96	74	51	75	45	70	53	62
36	Cc1ccc(OC(=O)CCC(=O)Oc2ccc(C)cc2C)c(C)c1	99	103	96	100	125	92	124	.	104
37	CC1(C)CC2(OC2c2ccccc2[N+](=O)[O-])C(=O)c2ccccc21 (stereo unspecified)	98	112	96	96	106	92	94	63	94
38	CCOC(=O)C1=C(C)NC(=O)NC1c1c(Cl)n(CCCl)c2ccccc12 (stereo unspecified)	93	117	97	99	100	93	92	90	95
39	C#C[C@]1(O)CC[C@H]2[C@@H]3CC=C4c5sc(Nc6nc(C)cc(OC)n6)nc5CC[C@]4(C)[C@H]3CC[C@@]21C	93	79	63	22	35	72	71	88	43
40	C#CCOc1ccc(C(Nc2cc(Cl)ccc2Cl)c2nnnn2C2CCCCC2)cc1 (stereo unspecified)	87	107	80	88	86	89	85	70	56

Quoted at random: two entries already listed
entry	canonical_smiles	NCI-H322M	COLO 205	NCI/ADR-RES	NCI-H460	HCT-15	NCI-H23	NCI-H226	NCI-H522	HCT-116
37	CC1(C)CC2(OC2c2ccccc2[N+](=O)[O-])C(=O)c2ccccc21 (stereo unspecified)	98	112	96	96	106	92	94	63	94
36	Cc1ccc(OC(=O)CCC(=O)Oc2ccc(C)cc2C)c(C)c1	99	103	96	100	125	92	124	.	104

More results follow.
entry	canonical_smiles	NCI-H322M	COLO 205	NCI/ADR-RES	NCI-H460	HCT-15	NCI-H23	NCI-H226	NCI-H522	HCT-116
41	CCO/C=C1\SC(=S)N(c2ccccc2OC)C1=O	98&114	101&109	103&104	111&109	102&100	89&97	101	88&93	97&106
42	C[C@H]1[C@H](C)CC[C@]2(C(=O)NCCCNCCCCNCCCN)CC[C@]3(C)C(=CC[C@@H]4[C@@]5(C)C/C(=C/c6ccncc6)C(=O)C(C)(C)[C@@H]5CC[C@]43C)[C@H]12	93	109	96	103	102	99	95	92	96
43	O=C(c1ccccn1)N1CCN(C(=O)c2ccccn2)CC1	104	106	103	109	104	109	106	99	104
44	CCCCCCC(C)=O	100	113	112	114	97	112	97	114	110
45	C#CCOC(=O)c1ccc(Cl)cc1	109	.	108	105	108	100	99	100	105
46	CC(N)(CCC(=O)O)C(=O)O (stereo unspecified)	109	116	105	104	108	102	.	96	95
47	O=C(CCCCC(=O)N(CCO)CCO)N(CCO)CCO	98	99	113	108	105	107	103	.	95
48	C#CC[C@@H]1C[C@]2(C)[C@H]3CC[C@@H]4[C@H]5C(C(=C)C)CC[C@]5(C(=O)NCCCN5CCN(CCCN)CC5)CC[C@@]4(C)[C@]3(C)CC[C@H]2C(C)(C)[C@H]1OC(C)=O (stereo partly specified)	-81*	-68*	39	-77*	-50*	3.2*	87	4.6*	-95*
49	CN1CCN(C(=O)c2ccc(NC(=O)c3cc4c(nn3)NCCN4Cc3cc(Cl)ccc3Cl)cc2)CC1	96	71	96	53	68	74	37	36	32
50	C/C=C/Cc1ccc(O)cc1	100	108	97	107	103	103	102	87	98
51	NC(=S)NN=C1CCCCC1	99	93	73	98	78	90	87	70	8.1*
52	CC(C)c1ccc(C2=C/C(=C\c3ccc(F)cc3)C(=O)N2CCc2ccc(S(N)(=O)=O)cc2)cc1	102	111	108	107	103	101	103	89	102
53	CN1C(=O)C(=Cc2ccc(OCC(=O)N3CCCC3)cc2)C(=O)N(C)C1=O	94	99	100	112	100	91	103	96	102
54	COC(=O)/C(CCC=C(C)C)=C1\[C@@H](OC(C)=O)C[C@@]2(C)[C@H]1C/C(=N\O)[C@H]1[C@@]3(C)CCNC(=O)[C@@H](C)[C@@H]3CC[C@@]12C	104	115	100	106	98	104	.	99	104
55	Cc1ccc(S(=O)(=O)OCC(COS(=O)(=O)c2ccc(C)cc2)(COS(=O)(=O)c2ccc(C)cc2)COS(=O)(=O)c2ccc(C)cc2)cc1	94	118	100	102	99	99	96	86	97
56	Nc1ccc(-c2ccc(N)c([N+](=O)[O-])c2)cc1[N+](=O)[O-]	131	119	102	96	92	81	94	88	98
57	COc1ccc(-c2nc(-c3c[nH]c4ncccc34)cs2)cc1	94[100 µM]	113[100 µM]	81[100 µM]	91[100 µM]	110[100 µM]	86[100 µM]	94[100 µM]	82[100 µM]	81[100 µM]
58	Fc1ccc(CCNc2ncnc3[nH]ncc23)cc1	110	99	97	100	94	93	.	101	90
59	C=C(Cl)C(O)CO (stereo unspecified)	128	113	102	110	106	94	103	116	92
60	O=[N+]([O-])c1cccc(OCCCCOc2ccccc2)c1	102	121	109	107	98	109	109	92	105

New compounds follow.
entry	canonical_smiles	NCI-H322M	COLO 205	NCI/ADR-RES	NCI-H460	HCT-15	NCI-H23	NCI-H226	NCI-H522	HCT-116
61	COC(=O)c1nc(-c2ccccc2)oc1S(=O)(=O)N1CCCC(C)C1 (stereo unspecified)	90	68	100	102	37	88	91	29	64
62	COc1ccc(NS(=O)(=O)c2ccc(NC3=C(Cl)C(=O)c4nc(C)ccc4C3=O)cc2)nn1	92	111	99	106	96	96	94	87	112
63	C/C(=N/NC(=O)c1cc2ccccc2oc1=N)c1ccc(Cl)cc1	113	115	101	118	98	106	113	87	106
64	Cc1cc(C)c(/C=C2\C(=O)Nc3ccc(NC(=O)CCCCC(=O)NO)cc32)[nH]1	64	78	98	89	94	80	81	48	67
65	Fc1ccc(C2CC(c3cccc(Nc4ccncc4)c3)=NN2c2ccc(Cl)cc2)cc1 (stereo unspecified)	78	-60*	67	-54*	3.5*	89	91	83	101
66	C=C1c2c(C)nn(-c3ccccc3)c2N(C)C23C[C@@H]1C1(C)c4c(C)nn(-c5ccccc5)c4N(C)C(C)(C[C@H]12)C3 (stereo partly specified)	97	60	73	30	43	72	82	29	33
67	CC(Sc1ncnc2nc[nH]c12)c1ccccc1 (stereo unspecified)	108	108	104	104	110	105	98	88	99
68	COCCCC/C(=N\OCCN)c1ccc(C(F)(F)F)cc1	.	101	102	106	103	100	101	.	101
69	CC(C)CCC(C)(C)O	106	111	96	110	102	98	107	103	91
70	COc1ccc(-c2nc3ccc4[nH]ncc4c3c3c2CCCC3)cc1B(O)O	63	46	71	35	34	72	61	48	27
71	Cc1ccccc1OCc1cccc(Cl)c1	105	104	112	104	104	104	101	.	103
72	CCCCCOc1ccc(C(=O)OC)cc1	100	106	112	103	108	106	103	87	106
73	O=C(C[n+]1ccccc1/C=N/O)c1ccccc1	97	107	107	105	107	100	89	92	103
74	CCN(CC)CCOc1ccccc1Br	105	98	95	106	97	95	106	71	103
75	CCCCOP(=O)(OCCCC)C1(C)CC(=O)CC(C)(C)C1 (stereo unspecified)	115	102	104	108	109	113	97	.	102
76	CC(=O)OCCCN1C=C/C(=C\C(=O)n2ccc3ccccc32)c2ccccc21	102	105	104	101	99	97	93	96	106
77	CCOC(=O)CSc1sc(C(=O)OCC)c(N)c1N(CC)S(=O)(=O)c1ccc(Cl)cc1	96	111	106	107	104	101	102	96	107
78	CCOc1ccc(N=Nc2sc(=O)[nH]c2S)cc1	99	109	98	99	97	98	104	86	94
79	Cn1c(=O)c2nc(CCC(=O)Nc3ccc(C(=O)O)cc3)c(=O)[nH]c2n(C)c1=S	103	118	100	102	106	97	96	99	104
80	O=C1C=CC2(NN=C(c3ccccc3)N2c2cccc(Cl)c2)C(Cl)=C1 (stereo unspecified)	83	103	90	92	80	86	87	37	73
81	CCOc1ccc2nc(NC(=O)CSC(=S)N3CCN(Cc4ccccc4)CC3)sc2c1	97	116	101	116	101	97	.	86	102
82	CS(=O)(=O)c1ccc(C(=O)N2N=C(c3ccccc3)CC2c2ccc(F)cc2)cc1 (stereo unspecified)	96	78	102	93	93	100	91	52	92
83	O=S(=O)(NC1c2ccccc2Oc2ccccc21)c1ccccc1	92	96	91	107	92	98	95	31	85

Molecules shown so far that have a nitro group on carbon:
entry	canonical_smiles	NCI-H322M	COLO 205	NCI/ADR-RES	NCI-H460	HCT-15	NCI-H23	NCI-H226	NCI-H522	HCT-116
6	COc1ccc(-c2nc(SCCC(C)C)nc(Nc3ccc([N+](=O)[O-])cc3)c2C#N)cc1	90	83	99	82	87	96	97	86	78
11	O=[N+]([O-])c1cc(NS(=O)(=O)c2ccccc2)ccc1NS(=O)(=O)c1ccccc1	135	109	105	93	72	112	104	81	87
16	N#Cc1ccc([N+](=O)[O-])cc1OCCN1CCOCC1	116	101	108	109	103	101	118	80	95
23	O=c1cc(/C=N\Nc2ccc([N+](=O)[O-])cc2)[nH]c(=O)[nH]1	103	117	106	106	98	99	109	112	104
25	COc1cccc(/C(=C/c2ccc([N+](=O)[O-])cc2)C(=O)O)c1	104	121	108	110	97	109	.	87	108
37	CC1(C)CC2(OC2c2ccccc2[N+](=O)[O-])C(=O)c2ccccc21 (stereo unspecified)	98	112	96	96	106	92	94	63	94
56	Nc1ccc(-c2ccc(N)c([N+](=O)[O-])c2)cc1[N+](=O)[O-]	131	119	102	96	92	81	94	88	98
60	O=[N+]([O-])c1cccc(OCCCCOc2ccccc2)c1	102	121	109	107	98	109	109	92	105
